uPA surface inh – cell surface uPA generation inhibition; cell surface uPA generation assay, qHTS; Potency, µM (doses to about 38.3 µM), for inactives: top-dose activity change, negative = inhibition, most hits filed as inhibitors; 0.31% of 330,000 active; active = well fitted inhibition curve with a large enough effect; inconclusive = small, poorly fitted or top-dose-only effect; inactive = no such curve, though single readings can be large or run the other way; tested in mouse RAW 264.7 cells; note: % is set by controls: 0 for no effect and ±100 for the full control effect; nearly all actives have a fitted effect of over 55% in size
CXXC DNA block – MLL CXXC-DNA interaction inhibition; MLL-CXXC / FITC-HOXA9 DNA fluorescence polarization; Potency, µM (series often up to 115 µM), for inactives: at the top dose activity change, negative = inhibition, actives largely listed as inhibitors; 0.037% of 290,000 active; AID 2662; active = well fitted inhibition curve with a large enough effect in the polarisation, with a control signal flat, not every such curve was filed as active; inconclusive = small, poorly fitted or top-dose-only effect, or effect the other way, or a change in a side signal; inactive = no such curve, though single readings can be large or run the other way; the % refers to the polarisation
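Fluorescence polarization: 7 uM MLL-CXXC (stock) preincubated 5 min with compounds, then 50 nM fluorescein-HOX-A9 DNA (stock) added; 30 min ambient. Buffer 50 mM Tris-HCl pH 7.5, 50 mM NaCl, 1 mM DTT, 0.05% BSA.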
RORg inh – ROR gamma (mouse) transcription inhibition | 5.4% of 310,000 active | Potency, µM (doses to about 53.6 µM), without a hit: at the highest dose activity change, negative = inhibition, actives largely listed as inhibitors | Drosophila S2 Gal4-RORgamma UAS-luciferase reporter, 20 h; note: % is set by controls: 0 for no effect and ±100 for the full control effect; nearly all actives have a fitted effect of over 60% in size
Target sequence (P51450 whole entry, looked up, the tested form may be a part): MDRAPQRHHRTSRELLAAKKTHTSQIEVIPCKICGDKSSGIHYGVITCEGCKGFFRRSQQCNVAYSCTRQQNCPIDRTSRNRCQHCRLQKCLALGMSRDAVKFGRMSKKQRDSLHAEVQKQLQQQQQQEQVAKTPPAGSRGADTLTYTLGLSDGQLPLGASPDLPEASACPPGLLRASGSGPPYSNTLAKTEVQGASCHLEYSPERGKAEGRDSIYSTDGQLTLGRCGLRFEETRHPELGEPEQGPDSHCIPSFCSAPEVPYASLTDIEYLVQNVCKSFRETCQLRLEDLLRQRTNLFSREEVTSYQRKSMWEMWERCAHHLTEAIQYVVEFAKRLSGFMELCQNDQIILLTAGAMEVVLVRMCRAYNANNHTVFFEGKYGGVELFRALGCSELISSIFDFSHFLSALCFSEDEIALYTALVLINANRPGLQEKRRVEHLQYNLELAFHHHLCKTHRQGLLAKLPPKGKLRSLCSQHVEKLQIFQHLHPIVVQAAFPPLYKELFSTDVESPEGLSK
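Stably transfected Drosophila Schneider cells are the test system, with ROR gamma fused to Gal4 and luciferase under UAS control; luminescence is read after 20 hr of 700 uM copper sulfate induction at ambient temperature.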
MBNL1-CUG inh – inhibitors of human MBNL1 binding to CUG repeat RNA; Q9NR56; TR-FRET MBNL1-His/biotin-(CUG)12 binding, 665/545 ratio; Potency, µM (highest dose often 57.5 µM), for inactives: at the highest dose activity change, negative = inhibition, most hits filed as inhibitors; 0.036% of 280,000 active; active = well fitted inhibition curve with a large enough effect in the signal ratio, with a control signal flat, not every such curve was filed as active; inconclusive = small, poorly fitted or top-dose-only effect, or effect the other way, or a change in a side signal; inactive = no such curve, though single readings can be large or run the other way; the % refers to the signal ratio; note: % is set by controls: 0 for no effect and ±100 for the full control effect
Target sequence (Q9NR56 whole entry, looked up): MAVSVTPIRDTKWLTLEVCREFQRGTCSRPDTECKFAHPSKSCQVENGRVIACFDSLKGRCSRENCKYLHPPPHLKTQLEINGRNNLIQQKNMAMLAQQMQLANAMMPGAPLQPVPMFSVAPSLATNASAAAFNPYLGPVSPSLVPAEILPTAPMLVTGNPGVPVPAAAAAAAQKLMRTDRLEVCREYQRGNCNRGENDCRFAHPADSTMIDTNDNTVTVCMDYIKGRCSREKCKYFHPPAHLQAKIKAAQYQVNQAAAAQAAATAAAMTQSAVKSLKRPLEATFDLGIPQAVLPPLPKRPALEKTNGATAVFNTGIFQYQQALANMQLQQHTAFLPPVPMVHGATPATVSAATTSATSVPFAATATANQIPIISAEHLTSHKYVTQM
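TR-FRET readout: Ex 340 nm, 665/545 nm emission ratio, normalized to buffer-only (basal) and MBNL1-(CUG)12 controls. Complex of MBNL1-His with Biotin-(CUG)12, compounds 92 nM–58 uM, incubated 60 min at room temperature.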
ELG1 genotox – inducers of genotoxicity in HEK293T ELG1-luciferase cells | HEK293T ELG1-luciferase reporter, luminescence, 16 h | Potency, µM (series often up to 46 µM), without a hit: at the highest dose activity change, positive = activation, hits mostly activators | 1.3% of 330,000 active | AID 504466; note: % of control where 0% means no effect; nearly all actives have a fitted effect of over 60% in size
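Screening used a luciferase reporter fused to human ELG1 in HEK293T cells. Luminescence was read on a CCD plate imager after 16 hr exposure and 30 min ONE-Glo incubation.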
Gal4-VP16 FLuc – inhibits Gal4-VP16 luciferase reporter, ROR gamma counter-screen. Drosophila S2 Gal4-VP16 UAS-luciferase, luminescence, 20 h. Potency, µM (highest dose often 53.6 µM), inactives show top-dose activity, negative = inhibition, usual class: inhibitors. 3.5% of 310,000 active. AID 2546;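 note: Gal4-VP16 expression switched on by copper sulfate through the metallothionein promoter; % is set by controls: 0 for no effect and ±100 for the full control effect; nearly all actives have a fitted effect of over 50% in size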
NPC1 promoter act – activators of NPC1 promoter | Huh7 NPC1 promoter luciferase reporter, 24 h | Potency, µM (titrated, usually from 9.22 µM), for inactives: at the top dose activation, most hits filed as activators | 2.4% of 320,000 active | AID 485313;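 note: % of control where 0% means no effect; nearly all actives have a fitted effect of over 60% in size; reporter is driven by a mutant NPC1 promoter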
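Stably transfected Huh7 (NPC1 promoter→luciferase), 1500 cells/well in Opti-MEM + 10% FBS, 2 h settle, then compound 24 h at 37 °C. Luminescence after 10 min with Amplite reagent.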
FLuc counter – counter-screen for miR-21 project: firefly luciferase inhibitors or activators. P08659. purified FLuc, Km substrates, luminescence inhibition. Potency, µM (doses to about 57.5 µM), for the others: at the top dose activity change, negative = inhibition, actives largely listed as inhibitors. 6.9% of 360,000 active;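 note: plate controls were vehicle for no effect and reference inhibitor for full effect; nearly all actives have a fitted effect of over 55% in size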
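Purified P. pyralis luciferase (10nM final) with 10uM D-luciferin and 10uM ATP (Km levels) in 50mM Tris acetate pH 7.5, 10mM Mg acetate, 0.01% Tween-20, 0.05% BSA; qHTS 6-point titration, ~60 µM downward; luminescence read.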
p53 reactivator – re-activators of mutant p53. 0.063% of 320,000 active. Potency, µM (titrated, usually from 92.2 µM), without a hit: at the highest dose activity change, positive = activation, usual class: activators. H1299 p53-A138V BP100-luciferase reporter, luminescence, 24 h; note: % of control where 0% means no effect; nearly all actives have a fitted effect of over 45% in size
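p53-null H1299 cells stably carrying temperature-sensitive p53-A138V and a BP100-luciferase reporter were pinned with compounds (4-point, 1:5 series) and held 24 hrs at 37 deg C. Luminescence was read 10 min after detection reagent.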
BRCA1 expr act – BRCA1 expression activation; MCF7-BRCA1-FFLuc reporter, luminescence, 48 h; response scale: scaled: vehicle 0%, 10 µM genistein 100%; Potency, µM (series often up to 46.1 µM), for inactives: at the highest dose activation, most hits filed as activators; 1.1% of 380,000 active; note: nearly all actives have a fitted effect of over 80% in size; some results filed as inactive show a strong effect at the top dose
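Cells: MCF7-BRCA1-FFLuc, 2000/well. Exposure: 48 h, 37 °C, 5% CO2. Read: luminescence, 15 min post-substrate. Controls: genistein 10 microM (maximal activation), DMSO (neutral).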
Rab9 promoter act – activators of Rab9 promoter; Huh7 Rab9 promoter-luciferase reporter, luminescence, 24 h; Potency, µM (top dose mostly 9.22 µM), without a hit: at the highest dose activation, negative = inhibition, hits mostly activators; 2.8% of 320,000 active; AID 485297; note: % of control where 0% means no effect; nearly all actives have a fitted effect of over 60% in size
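Rab9 promoter-driven luciferase in stably transfected Huh7 cells; 1500 cells/well rested 2 h, exposed to compound in DMSO for 24 h at 37 °C, 5% CO2. Luminescence read 10 min after adding luciferase reagent at ambient temperature.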
Active calls of the source: *; [ ] = dose if it differs, or a comment. Unless noted, calls come from the whole dose curve; as a rule, active = well fitted curve in the direction sought with a large enough effect; inconclusive = small, poorly fitted or top-dose-only effect, or another doubt; inactive = no such curve, though single readings can be large; an effect the other way counts as inactive or inconclusive. Potency is the fitted concentration of half-maximal effect.

`CCn1c(-c2cc3ccccc3cc2O)n[nH]c1=S` gave uPA surface inh 1%, CXXC DNA block 11%, RORg inh 11µM*, MBNL1-CUG inh 12%, ELG1 genotox inconclusive, Gal4-VP16 FLuc inconclusive, NPC1 promoter act -1%, FLuc counter 1%, p53 reactivator 15%, BRCA1 expr act -45% and Rab9 promoter act -2%.
Screening C=CCOc1ccc(/C=N/NC(=O)C2CCCC2)cc1OCC returned uPA surface inh -1%, CXXC DNA block 5%, RORg inh -1%, MBNL1-CUG inh 3%, ELG1 genotox -9%, Gal4-VP16 FLuc 1%, NPC1 promoter act 9%, FLuc counter -7%, p53 reactivator 15%, BRCA1 expr act -5% and Rab9 promoter act 4%.
`O=C(c1cccc(S(=O)(=O)NCc2ccccc2)c1)N1CCCC(C(F)(F)F)C1` (stereo not given) gave uPA surface inh -5%, ELG1 genotox 14%, NPC1 promoter act 2%, FLuc counter 6%, p53 reactivator -1%, BRCA1 expr act -12% and Rab9 promoter act -4%.
For Cn1cc(-c2ccno2)c(C(=O)O)n1 the results were uPA surface inh 0%, CXXC DNA block -1%, RORg inh 10%, MBNL1-CUG inh -3%, ELG1 genotox 2%, Gal4-VP16 FLuc -1%, NPC1 promoter act -2%, FLuc counter 3%, p53 reactivator 2%, BRCA1 expr act 2% and Rab9 promoter act -12%.
`Cc1cc2nccc(-c3ccc(Cl)cc3Cl)n2n1` gave uPA surface inh -2%, CXXC DNA block 10%, RORg inh 29%, MBNL1-CUG inh 5%, ELG1 genotox 23%, Gal4-VP16 FLuc 9%, NPC1 promoter act inconclusive, FLuc counter inconclusive, p53 reactivator 19%, BRCA1 expr act 36% and Rab9 promoter act 28%.
CCCCC(=Nc1ccc(N)cc1)C1=C(O)C(C(=O)OC)C(C)(C)CC1=O (stereo not given) was read as uPA surface inh 3%, CXXC DNA block -3%, RORg inh -18%, MBNL1-CUG inh inconclusive, ELG1 genotox 3%, Gal4-VP16 FLuc 22%, NPC1 promoter act -3%, FLuc counter 1%, p53 reactivator 12%, BRCA1 expr act -14% and Rab9 promoter act 0%.
`CCCc1nc(SCC(=O)Nc2ccc(S(=O)(=O)N(C)C)cc2)c2ccccc2n1` gave uPA surface inh -4%, CXXC DNA block 6%, RORg inh 8%[10 µM], ELG1 genotox inconclusive, Gal4-VP16 FLuc 1%, NPC1 promoter act 1%, FLuc counter -4%, p53 reactivator 3%, BRCA1 expr act -56% and Rab9 promoter act -2%.
For COc1ccc([C@H]2CC(=O)C=C(/C=C/c3ccccc3)C2)cc1 the results were uPA surface inh 15%, ELG1 genotox inconclusive, NPC1 promoter act 30%, FLuc counter -30%, p53 reactivator inconclusive, BRCA1 expr act inconclusive and Rab9 promoter act 30%.
Screening Cc1ccc(C(=O)N/C(=C\c2ccccc2F)c2nc(=S)[nH][nH]2)cc1 returned uPA surface inh -2%, CXXC DNA block 1%, RORg inh -44%, MBNL1-CUG inh inconclusive, ELG1 genotox 8%, Gal4-VP16 FLuc -15%, NPC1 promoter act 0%, FLuc counter -15%, p53 reactivator 2%, BRCA1 expr act -12% and Rab9 promoter act 6%.
`CCOC(=O)c1c(N)c(C#N)c2n1CCCCC2` gave uPA surface inh -2%, CXXC DNA block 0%, RORg inh -9%, MBNL1-CUG inh -3%, ELG1 genotox 1%, Gal4-VP16 FLuc 0%, NPC1 promoter act -2%, FLuc counter 5%, p53 reactivator -8%, BRCA1 expr act -33% and Rab9 promoter act 1%.
Cc1ccc(S(=O)(=O)N/N=C/c2ccc(OC3CSC3)cc2)cc1 was read as uPA surface inh 1%, CXXC DNA block 10%, RORg inh 14%, MBNL1-CUG inh -2%, ELG1 genotox -4%, Gal4-VP16 FLuc -1%, NPC1 promoter act -7%, FLuc counter -1%, p53 reactivator 4%, BRCA1 expr act -25% and Rab9 promoter act -4%.
Screening COc1cc(Cl)c(C)cc1NC(=O)CSc1nnc(-c2ccccn2)n1Cc1ccco1 returned CXXC DNA block 18%, RORg inh 14%, MBNL1-CUG inh -18%, ELG1 genotox 2%, Gal4-VP16 FLuc -1%, NPC1 promoter act 1%, FLuc counter -1%, p53 reactivator 1%, BRCA1 expr act -27% and Rab9 promoter act 7%.
`COc1ccc(Cl)cc1-n1c(C)cc(C(=O)OCC(=O)N2CC(=O)Nc3ccccc32)c1C` gave uPA surface inh 2%, CXXC DNA block 4%, RORg inh 29%, MBNL1-CUG inh -2%, ELG1 genotox -3%, Gal4-VP16 FLuc 2%, NPC1 promoter act -2%, FLuc counter 1%, p53 reactivator 1%, BRCA1 expr act -78% and Rab9 promoter act -4%.
O=C(Nc1nnc(S(=O)(=O)N2CCCCCC2)s1)c1ccccc1 was read as uPA surface inh 4%, CXXC DNA block 3%, RORg inh 25%, MBNL1-CUG inh 10%, ELG1 genotox 12%, Gal4-VP16 FLuc inconclusive, NPC1 promoter act inconclusive, FLuc counter 6.7µM*, p53 reactivator inconclusive, BRCA1 expr act inconclusive and Rab9 promoter act 4µM*.
Screening CCn1c2ccccc2c2cc(NC(=O)c3cccc([N+](=O)[O-])c3)ccc21 returned uPA surface inh -5%, CXXC DNA block -6%, RORg inh 25%, MBNL1-CUG inh -13%, ELG1 genotox 1%, Gal4-VP16 FLuc -11%, NPC1 promoter act 9%, FLuc counter 0%, p53 reactivator 4%, BRCA1 expr act -26% and Rab9 promoter act 9%.
For COCCOC(=O)C1=C(C)NC(SCC(=O)NC(C)(C)C)=C(C#N)C1c1ccco1 (stereo not given) the results were uPA surface inh -10%, CXXC DNA block -5%, RORg inh 2%, MBNL1-CUG inh 5%, ELG1 genotox 0%, Gal4-VP16 FLuc 4%, NPC1 promoter act 4%, FLuc counter 0%, p53 reactivator -8%, BRCA1 expr act -37% and Rab9 promoter act 16%.
Screening Clc1cccc(Cl)c1C1=NOC(c2nnc(-c3ccccc3)o2)C1 (stereo not given) returned uPA surface inh -17%, CXXC DNA block 10%, RORg inh inconclusive, MBNL1-CUG inh -11%, ELG1 genotox 16%, Gal4-VP16 FLuc -14%, NPC1 promoter act 30%, FLuc counter 19µM*, p53 reactivator 11%, BRCA1 expr act 69% and Rab9 promoter act inconclusive.
For O=S(=O)(Nc1ccc2ccccc2n1)c1ccccc1 the results were uPA surface inh -4%, CXXC DNA block 6%, RORg inh 19%, MBNL1-CUG inh 3%, ELG1 genotox 8%, Gal4-VP16 FLuc -2%, NPC1 promoter act 10%, FLuc counter -8%, p53 reactivator 6%, BRCA1 expr act 6% and Rab9 promoter act 18%.
Screening CC(NC(=O)c1ccc(OC2CCN(Cc3ccccn3)CC2)cc1)c1nccs1 (stereo not given) returned uPA surface inh 8%, CXXC DNA block -14%, RORg inh -37%, MBNL1-CUG inh -4%, ELG1 genotox -2%, Gal4-VP16 FLuc -1%, NPC1 promoter act -2%, FLuc counter 1%, p53 reactivator -11%, BRCA1 expr act 0% and Rab9 promoter act 1%.
`CCOc1ccc(C(CC(=O)O)n2cnnn2)cc1OC` (stereo not given) gave uPA surface inh 2%, CXXC DNA block 10%, RORg inh 18%, MBNL1-CUG inh -9%, ELG1 genotox -1%, Gal4-VP16 FLuc -17%, NPC1 promoter act -7%, FLuc counter 3%, p53 reactivator 11%, BRCA1 expr act -7% and Rab9 promoter act -1%.
O=C(CC(NC(=O)c1ccccc1Cl)c1ccccc1)NCCc1ccc(Cl)cc1 (stereo not given) was read as uPA surface inh 7%, CXXC DNA block 10%, RORg inh 20%, MBNL1-CUG inh 1%, ELG1 genotox 5%, Gal4-VP16 FLuc -10%, NPC1 promoter act -3%, FLuc counter 8%, p53 reactivator 8%, BRCA1 expr act -2% and Rab9 promoter act 4%.
For COc1ccc(-c2c(C)n([O-])c(C)c(C)[n+]2=O)cc1OC the results were uPA surface inh 0%, CXXC DNA block -3%, RORg inh 11%, MBNL1-CUG inh inconclusive, ELG1 genotox -1%, Gal4-VP16 FLuc -10%, NPC1 promoter act 3%, FLuc counter -1%, p53 reactivator -14%, BRCA1 expr act -13% and Rab9 promoter act 4%.

Compound activity from PubChem BioAssay.

These rows are one share of the data; the hit share may differ from the screen's.
